GPR151 activ = activates the human receptor GPR151; PathHunter beta-arrestin GPR151 cells, luminescence; activation, % at 11.2 µM; hit rate 1% among 650,000; in the data active = activation above about 4.9%;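 also: 0% = median of compound wells and 100% = cells with positive control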
Target sequence (Q8TDV0 whole entry, looked up): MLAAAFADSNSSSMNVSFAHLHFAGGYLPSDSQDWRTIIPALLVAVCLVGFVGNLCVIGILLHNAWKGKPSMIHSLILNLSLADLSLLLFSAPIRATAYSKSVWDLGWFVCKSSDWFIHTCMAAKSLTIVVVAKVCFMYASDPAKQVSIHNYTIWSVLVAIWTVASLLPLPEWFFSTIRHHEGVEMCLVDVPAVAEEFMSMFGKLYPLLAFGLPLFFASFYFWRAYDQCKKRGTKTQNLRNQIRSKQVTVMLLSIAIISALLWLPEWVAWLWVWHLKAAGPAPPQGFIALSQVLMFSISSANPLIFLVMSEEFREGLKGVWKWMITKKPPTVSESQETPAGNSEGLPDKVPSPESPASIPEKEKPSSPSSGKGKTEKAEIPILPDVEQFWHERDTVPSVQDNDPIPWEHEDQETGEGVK
FBW7 act = human FBW7 E3 ligase activation, primary screen; AlphaScreen FBW7–phospho-cyclin E peptide binding, activator screen; normalized activity (activation), % at 26.1 µM; hit rate 0.13% among 650,000; AID 1259310; in the data active = normalized activity above about 1.9%;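 also: purified mutant Fbw7 with reduced substrate affinity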
MITF primary = blocks human microphthalmia-associated transcription factor; O75030; AlphaScreen MITF homodimerization, bead proximity signal; inhibition, % at 2.6 µM; hit rate 0.91% among 650,000; AID 1259374; in the data active = inhibition above about 50%;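 also: 0% = vehicle wells with protein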
Target sequence (O75030 whole entry, looked up): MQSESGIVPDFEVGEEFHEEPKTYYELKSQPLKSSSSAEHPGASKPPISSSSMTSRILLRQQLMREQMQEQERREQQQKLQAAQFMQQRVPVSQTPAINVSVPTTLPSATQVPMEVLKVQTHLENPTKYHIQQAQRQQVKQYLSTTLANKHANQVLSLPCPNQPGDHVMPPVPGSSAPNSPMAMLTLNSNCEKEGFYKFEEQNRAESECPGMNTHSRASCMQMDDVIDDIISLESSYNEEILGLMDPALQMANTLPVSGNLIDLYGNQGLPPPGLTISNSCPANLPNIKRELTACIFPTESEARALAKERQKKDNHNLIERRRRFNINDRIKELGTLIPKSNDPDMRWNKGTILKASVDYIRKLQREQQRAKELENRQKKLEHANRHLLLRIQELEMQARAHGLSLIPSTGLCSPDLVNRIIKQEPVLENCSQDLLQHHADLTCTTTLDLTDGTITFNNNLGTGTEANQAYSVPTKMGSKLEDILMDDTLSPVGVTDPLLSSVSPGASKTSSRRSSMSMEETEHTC
TEAD-YAP inh = TEAD-YAP interaction inhibition; HEK-TIYL cells, TEAD-Gal4/YAP UAS-luciferase luminescence; inhibition, % at 9.12 µM; hit rate 1.4% among 640,000; AID 1259422; in the data active = inhibition above about 32%;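 also: 0% = median of test compound wells and 100% = reference inhibitor wells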
Active calls of the source: *; . = no result given.

Values run as follows: GPR151 activ	FBW7 act	MITF primary	TEAD-YAP inh
(1) Cc1ccc(CNC(=O)C(NS(=O)(=O)c2cccc3nsnc23)C(C)C)cc1 (stereo not given)
    2.5	0.1	1.0	-2.0
(2) O=C(Nc1nnc(-c2ccccc2)o1)c1cc([N+](=O)[O-])ccc1Cl
    2.0	-0.1	-11.1	3.7
(3) O=C(NCc1ccccc1)/C(=C\c1ccccc1)NC(=O)c1ccccc1
    0.2	-0.1	-3.8	4.3
(4) CCCS(=O)(=O)N1CCN(C(=O)COc2ccc(C)cc2)CC1
    -0.5	0.0	1.4	11.3
(5) Cc1cc(NC(=O)Cn2nnc(-c3ccc(N)cc3)n2)no1
    0.4	0.0	10.9	-3.0
(6) C#CC(C)(C)OC(=O)c1ccccc1C(=O)O
    -1.5	0.4	11.2	14.0
(7) COc1cc(-c2cc(C(=O)N/N=C/c3ccccc3O)[nH]n2)ccc1OC(C)C
    -0.8	0.2	25.3	-16.8
(8) CC(=O)N1N=C2CC(C)(C)OCC2C1c1ccccc1 (stereo not given)
    -2.0	0.5	5.6	7.2
(9) CCC(c1nnnn1C(C)(C)C)N(CCO)Cc1cc2cc(C)ccc2[nH]c1=O (stereo not given)
    1.5	0.5	22.4	-5.4
(10) Fc1ccccc1-c1ccc(N2CCN(c3ccccn3)CC2)nc1
    -1.6	-0.2	10.2	-35.6
(11) CCN(CC)C(=O)C1CCCN(c2nc(Nc3ccc(NC(C)=O)cc3)nc(N(CC)CC)n2)C1 (stereo not given)
    -1.6	-0.1	2.4	4.8
(12) O=C(Nc1ccc([N+](=O)[O-])cc1)NN1CCOCC1
    -1.4	0.1	13.8	-4.8
(13) CC1CCN(C(=O)CN(c2ccc(Cl)cc2Cl)S(C)(=O)=O)CC1
    0.9	0.0	-11.6	-9.2
(14) COc1ccccc1/C=N/NC(=O)c1sc(C)nc1C
    2.3	0.0	7.7	18.9
(15) O=c1oc2cc([N+](=O)[O-])ccc2nc1/C=C(O)/C=C\c1ccccc1
    0.7	-0.1	-24.3	-2.8
(16) c1ccc(CN2CCN(c3ncnc4c3oc3ccccc34)CC2)cc1
    0.7	0.0	5.7	-2.5
(17) CC(C)N(C)C(=O)C1CC(=O)c2sc(NC(=O)C3CCC3)nc2C1 (stereo not given)
    -0.4	-0.1	11.7	-48.3
(18) CCOC(=O)C1=C(C)N=c2s/c(=C\c3ccc(OCCOc4ccccc4)cc3)c(=O)n2C1c1ccc(OC)cc1 (stereo not given)
    -0.5	-0.2	-3.1	3.0
(19) Cc1ccc(S(=O)(=O)Nc2ccccc2N(C(=O)c2ccc(C(F)(F)F)cc2)S(=O)(=O)c2ccc(C)cc2)cc1
    1.8	1.1	17.9	-1.3
(20) O=C(Nc1ccc(-c2cn[nH]c2)cc1)NC(CCO)c1cccc(Cl)c1 (stereo not given)
    0.6	-0.3	4.8	-10.0
(21) COc1cc2nc(-c3ccc(N4CCOCC4)nc3)nc(NCCCN3CCCC3=O)c2cc1OC
    -3.3	0.0	1.0	-2.6
(22) COc1ccc(NC(=O)C2CCN(c3nccc(C)n3)CC2)c(OC)c1
    1.4	0.0	-0.6	6.8
(23) COc1cccc(C(=O)Nc2ccccc2C(=O)NC2CCCCC2)c1
    -1.3	0.2	-1.3	-0.6
(24) O=C(CSc1nncc(=O)[nH]1)Nc1ccc(Br)cc1
    0.8	-0.2	-7.0	23.1
(25) CS(=O)(=O)N(CC(=O)Nc1cccc(Cl)c1)c1ccc(Oc2ccccc2)cc1
    -0.4	0.1	-3.7	1.8
(26) Cn1c(=O)n(-c2cccc(Cl)c2)c(=O)c2c3c(sc21)COC(C)(C)C3
    0.7	-0.1	11.1	3.3
(27) COc1cccc(N2CCCn3c2nc2c3c(=O)n(C/C=C/c3ccccc3)c(=O)n2C)c1
    -0.5	0.1	10.3	-3.5
(28) COc1cc(CC(=O)N2CCC3(CC2)OCc2ccccc2O3)cc(OC)c1OC
    1.3	-0.1	6.3	38.4*
(29) CSc1ncccc1C(=O)OCC(=O)c1[nH]c(C)c(C(C)=O)c1C
    1.9	0.1	7.2	-14.3
(30) CC1=C(C(=O)N2CCOCC2)C(c2ccccc2Cl)NC(=O)N1 (stereo not given)
    0.0	-0.2	-11.6	4.2
(31) O=C(Nc1ccccc1Br)/C(=C/c1cccc([N+](=O)[O-])c1)NC(=O)c1cccs1
    -0.1	0.6	-1.8	2.5
(32) CN(C1CCCCC1)S(=O)(=O)c1cccc(S(=O)(=O)N2CCCC2)c1
    -0.7	0.4	20.9	-2.6
(33) CCNc1c(NC(=O)c2ccccc2C)c(=O)oc2ccccc12
    0.4	-0.1	-0.4	-3.5
(34) Cc1ccc(-c2ccc(C=C3C(=O)NC(=O)NC3=O)o2)c(Br)c1
    0.4	-0.3	0.9	-1.2
(35) Cc1cccc(NS(=O)(=O)c2cnc[nH]2)c1
    1.9	0.1	20.0	7.4
(36) CC(O)CN(Cc1ccccc1Br)CC(C)O (stereo not given)
    1.9	0.3	45.7	0.5
(37) COc1cccc(C(=O)/C=C/Nc2cc(C)ccc2O)c1
    -1.5	0.2	15.2	-51.0
(38) CC1=NN(C(N)=S)C(=O)C1N=Nc1ccc(S(=O)(=O)O)cc1 (stereo not given)
    -5.2	-0.3	2.6	1.5
(39) COc1cccc(C(C#N)N2CCCCC2)c1O (stereo not given)
    -0.1	0.8	2.4	12.3
(40) N[C@H](Cc1ccc(Cl)c(Cl)c1)c1nc2ccc(-c3ccncc3)cc2[nH]1
    1.2	-0.9	-1.0	-1.0
(41) CCOC(=O)c1c(C)nc2c(c1-c1ccc(Br)cc1)C(=O)CC(C)(C)C2
    1.1	-0.1	-3.7	8.0
(42) Cc1ccc(-c2cc(C(F)(F)F)n3ncc(C(=O)Nc4ccc(C)c(Cl)c4)c3n2)cc1
    -0.8	0.1	-4.7	1.9
(43) COc1ccc(Cl)cc1NC(=O)c1sc2nc(C)nc(N3CCCCC3)c2c1C
    -0.9	0.0	-9.2	-0.2
(44) O=C(COc1ccc(Br)cc1Br)Nc1ccc2c(c1)OCO2
    -1.4	-0.1	6.0	-49.8
(45) CC(C)(C)OC(=O)NCCCC1=CC2=CC(=O)C(C)(O)C(=O)C2=CO1 (stereo not given)
    0.5	0.1	10.2	.
(46) Cc1cccc(NC(=O)CCc2c(C)nc3nc(CNC(=O)OC(C)(C)C)nn3c2C)c1
    0.1	0.1	10.0	6.7
(47) COc1ccc(OC)c(/C=C2/SC(=Nc3cccc(C)c3)NC2=O)c1
    -0.3	0.2	7.9	6.8
(48) CCOc1cc(C(Nc2cc(C)ccn2)c2ccc3cccnc3c2O)ccc1OCc1ccccc1 (stereo not given)
    -0.1	-0.1	7.1	80.3*
(49) O=C1c2ccc(Br)cc2C(=O)N1CNc1ccc(F)cc1
    -1.6	0.1	19.0	-15.6
(50) O=C(Nc1ccccc1Cl)NC1(C(=O)NCCCn2ccnc2)CCCCC1
    -2.2	0.4	11.8	7.1
(51) COc1ccccc1C1C(C(=O)OC(C)C)=C(C)NC2=C1C(=O)CCC2 (stereo not given)
    0.8	0.2	-1.1	3.8
(52) CCOC(=O)c1ccc(N2N=C(C(F)(F)F)/C(=C/c3ccc(N(CC)CC)cc3)C2=O)cc1
    -1.5	0.1	16.0	10.7
(53) Cc1c2c(nc3c(C(=O)NCc4ccc5c(c4)OCO5)cnn13)CCCC2
    1.7	-0.1	4.6	-6.0
(54) O=[N+]([O-])c1cccc(S(=O)(=O)Nc2ccc(COCC(F)(F)C(F)F)cc2)c1
    -0.7	-0.2	0.3	-5.4
(55) O=C(Nc1ccc(-c2cc3ccccc3oc2=O)cc1)c1cc([N+](=O)[O-])cc([N+](=O)[O-])c1
    -0.6	0.0	1.2	3.9
(56) COC(=O)c1ccccc1NC(=O)COc1ccc(S(=O)(=O)NC(C)C)cc1Cl
    0.8	-0.1	-9.8	-13.8
(57) O=C(NCCN1Cc2ccccc2OC(c2ccccc2)C1)c1cn2ccsc2n1 (stereo not given)
    0.5	-0.3	-8.2	-0.1
(58) CCOC(=O)C1=C(c2ccccc2)Nc2ncnn2C1c1ccc(OC)cc1 (stereo not given)
    -0.7	0.4	4.5	13.2
(59) O=C(c1cc2nc(-c3cccs3)cc(C(F)(F)F)n2n1)N1CCN(C(c2ccccc2)c2ccccc2)CC1
    -0.1	-0.1	-12.5	-6.2
(60) COc1cccc(C(=O)Nc2ccc3oc(-c4ccccc4Cl)nc3c2)c1
    0.4	0.0	4.5	-23.9

More records follow.
Values run as follows: GPR151 activ	FBW7 act	MITF primary	TEAD-YAP inh
(61) O=C(Nc1cc(C(=O)N2CCCC2)ccc1N1CCCC1)c1cccs1
    2.4	0.3	3.6	7.7
(62) CCOc1ccc2[nH]cc(C(=O)NCc3ccc(F)cc3)c(=O)c2c1
    0.9	0.0	2.6	18.6
(63) COC(=O)c1cccnc1-n1c(=O)c2cccnc2n(Cc2ccccc2F)c1=O
    1.0	0.0	0.5	4.6
(64) CCOc1ccc(-c2nc(Cn3ccn4nc(-c5ccc(C)cc5)cc4c3=O)c(C)o2)cc1OC
    -0.9	0.0	-4.3	-9.0
(65) Cc1ccc(C(=O)N2CCC(Cc3ccccc3)CC2)cc1[N+](=O)[O-]
    -1.1	-0.2	-8.4	-5.3
(66) COC(=O)C(NC(C)=O)(Nc1ncc(Cl)cc1Cl)C(F)(F)F (stereo not given)
    0.5	0.0	10.6	6.3
(67) CCOc1ccc(S(=O)(=O)N2CCN(c3ccc(OC)cc3)CC2)c2cccnc12
    0.5	-0.2	2.8	13.2
(68) O=C(Nc1cccc(-c2ccn[nH]2)c1)C1CCN(Cc2cccn2-c2ccccn2)CC1
    2.1	0.0	13.3	-4.2
(69) O=C(NCc1cccnc1)c1ccc2c(c1)NC(=O)c1ccccc1N2
    0.2	-0.2	-0.4	-11.5
(70) C=CCN1C(=O)C(CCC(=O)O)NC1=S (stereo not given)
    0.9	0.1	0.9	1.1
(71) CC(C)=N/N=C1/NC(=O)C(CC(=O)Nc2cccc3ccccc23)S1 (stereo not given)
    0.9	-0.1	10.8	-6.8
(72) O=C(N=c1scc(-c2ccccc2)n1CCc1ccccc1)c1ccccc1
    1.7	0.8	-2.2	-3.2
(73) Cn1c2ccc(Br)cc2c2nnc(SCC(=O)Nc3ccc(Cl)cc3)nc21
    -1.4	0.1	-8.1	7.9
(74) CCn1c(C)[n+](CCOC(C)=O)c2cc(Cl)c(Cl)cc21
    -0.1	0.0	-1.2	-5.6
(75) CC(=O)Nc1cccc(-c2cnc(N)c(N3CCC(C(=O)O)CC3)n2)c1
    1.1	0.6	16.8	-0.1
(76) O=C(NCCc1nnc2n1CCN(Cc1cccc(C(F)(F)F)c1)CC2)c1ccoc1
    0.4	0.0	-4.6	-6.3
(77) CC(C)OC(=O)c1oc2c(O)c(O)ccc2c(=O)c1-c1cnn(-c2ccccc2)c1
    -1.4	-0.6	5.7	-14.5
(78) CCCNCc1ccc(OCCC)c(OC)c1
    0.0	0.0	16.4	6.1
(79) O=C(CCCO)N/N=C/c1ccc(O)cc1
    -1.0	0.0	18.0	-5.7
(80) O=C(NCc1ccco1)Oc1ccccc1
    0.9	0.1	6.6	-3.5
(81) COc1ccccc1N1C(=O)c2ccc(C(=O)OCC(=O)c3cccc([N+](=O)[O-])c3)cc2C1=O
    1.2	-0.1	-6.3	0.2
(82) Cn1nnnc1SCCOc1ccc(C#N)cc1
    2.6	0.3	2.8	3.9
(83) O=C(Nc1cccc(NC(=O)C(F)(F)F)c1)c1ccc(Br)cc1
    0.6	0.1	14.6	-19.9
(84) O=C(Cn1c(Cc2ccccc2)nc2sc3c(c2c1=O)CCCC3)Nc1ccc(F)cc1F
    -0.4	0.1	4.4	0.6
(85) O=C(COc1ccc(N2CCCC2)nn1)N1CCCCC1c1nccs1 (stereo not given)
    1.8	0.3	11.8	3.5
(86) CCCC(=O)N(c1nnc(-c2ccc(C)cc2)s1)C(C)C
    0.2	0.0	8.3	2.5
(87) CC(C)(C)C(=O)Nc1ccc(-c2ccc(NC(=O)C(C)(C)C)c(C(=O)O)c2)cc1C(=O)O
    -0.1	-0.3	3.1	1.2
(88) CCOc1ccccc1N1CCN(Cc2cc(OC)c(OC)c(OC)c2)CC1
    -1.1	0.7	35.1	41.3*
(89) O=C(CN1CCC(O)(c2ccc(F)cc2)CC1)NC1CC1
    -0.7	0.3	7.0	-1.3
(90) O=C(NCCC1=CCCCC1)c1ccc(F)cc1
    0.9	0.2	-6.2	-17.1
(91) COC(=O)CN1C(=O)C2C3C=CC(C4CC34)C2C1=O (stereo not given)
    -1.2	-0.1	6.2	8.3
(92) O=C(c1cccc(OC2CCN(CCCn3cccn3)CC2)c1)N1CCCC1
    3.1	0.1	2.2	5.5
(93) CC(=O)c1ccc(-n2nnnc2SCC(=O)Nc2ccc(F)cc2)cc1
    0.1	0.0	13.5	0.6
(94) Cc1ccc(S(=O)(=O)N2CCCC2CNC(=O)C(=O)NC2CC2)cc1 (stereo not given)
    3.2	0.4	-10.1	2.0
(95) COc1ccc(OC)c(C2NC(=O)NC(C)=C2C(=O)Nc2ccccc2OC)c1 (stereo not given)
    1.6	0.2	-9.3	-3.0
(96) O=C(CSc1nc2c(oc3ccccc32)c(=O)n1Cc1ccco1)Nc1ccccc1F
    -0.3	0.0	14.4	-7.4
(97) O=C(CBr)c1cc2cc(Cl)ccc2o1
    0.0	-0.2	5.5	-4.5
(98) CC(C)COC(=O)c1ccc(NC(=O)c2cc3ccccc3oc2=O)cc1
    0.4	0.3	-14.2	-5.4

A different layout for 2 compounds above.
[92] O=C(c1cccc(OC2CCN(CCCn3cccn3)CC2)c1)N1CCCC1
  GPR151 activ: 3.1
  FBW7 act: 0.1
  MITF primary: 2.2
  TEAD-YAP inh: 5.5

[93] CC(=O)c1ccc(-n2nnnc2SCC(=O)Nc2ccc(F)cc2)cc1
  GPR151 activ: 0.1
  FBW7 act: 0.0
  MITF primary: 13.5
  TEAD-YAP inh: 0.6
